LYP inhibition – inhibitors of LYP phosphatase, biochemical, fluorescence intensity, uHTS (AID 1779). Tyrosine-protein phosphatase non-receptor type 22 (Homo sapiens). one-dose inhibition, % at 11.5 µM; IC50 in µM for titrated hits. 290,000 compounds, 0.054% hits. recombinant LYP phosphatase, fluorescence intensity; higher % means a stronger effect; in the data active = inhibition above about 50%;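 also: plate controls were vehicle with enzyme for no effect and no enzyme for full effect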
Myeloid diff 2 – induction of myeloid progenitor differentiation, primary screen, cell-based, flow cytometry, MLPCN library; ER-HoxA9 myeloid progenitors, lysozyme-GFP differentiation; calls only at 10 µM; 360,000 compounds, 1% hits; AID 624256, 2012;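 active = normalized GFP-positive differentiation at or above the plate's own cutoff, the solvent-only control mean plus 3 SD; inconclusive = no clear call, values can overlap the other calls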;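 also: cells exposed to compound for four days before flow analysis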
HIV fusion peptide – inhibitors of HIV fusion peptide binding, primary screen, biochemical, uHTS, fluorescence dequenching (AID 1986). cell-free peptide binding, fluorescence dequenching, 30 min; higher % means a stronger effect. inhibition, % at 20 µM, or IC50 in µM where a hit was titrated. 290,000 compounds, 0.3% hits; in the data active = inhibition mostly above about 52%, no sharp cut-off; inactive = mostly below about 76%; also: some results filed as inactive read as strong as hits
MgcRacGAP inhibition – MgcRacGAP GTPase-activating activity inhibitors, confirmation, biochemical, ADP Hunter fluorescence | MgcRacGAP-stimulated Rac1 GTP hydrolysis, ADP Hunter fluorescence; higher % means a stronger effect; GST-tagged Rac1 F28L mutant substrate | inhibition, % at 30 µM, or IC50 in µM where a hit was titrated | 340,000 compounds, 0.6% hits | AID 624330, 2012;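 active = first-screen hits whose inhibition reached a set limit at any dose in the follow-up dose series; inconclusive = inhibition above the set first-screen limit but never retested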;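 also: fluorescence reports GDP produced by GAP-driven GTP hydrolysis; strong numbers were not always called active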
PhoP inhibition – inhibitors of PhoP regulon expression, primary screen, Salmonella Typhimurium, GFP reporter (AID 1863); S. Typhimurium PhoP-regulated promoter GFP reporter, 4 h; higher % means a stronger effect; inhibition, % at 50 µM, or IC50 in µM where a hit was titrated; 300,000 compounds, 0.16% hits;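 active = inhibition over 29.93%, a cutoff 3 SD above the screen mean, later confirmed by dose response; inconclusive = inhibition over 29.93% but no dose response follow-up; inactive = inhibition at most 29.93% or unconfirmed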;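 also: 0% = low Mg2+ inducing control and 100% = high Mg2+ repressing control; strong numbers were not always called active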
GPR35 antagonists – GPR35 antagonists blocking zaprinast-driven arrestin recruitment, primary screen, imaging, U2OS, beta-arrestin-GFP, zaprinast agonist (AID 2058); U2OS GPR35 beta-arrestin-GFP translocation imaging, zaprinast antagonism; higher % means a stronger effect; 290,000 compounds, 0.052% hits; inhibition, % at 10 µM; hits with a dose series show IC50 in µM; G-protein coupled receptor 35 (Homo sapiens);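 active = inhibition of at least 50% with at least 30 cells and total cytoplasm GFP at most 10,000,000; inconclusive = under 30 cells or total GFP of 10,000,000 plus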
Siah-1 displacement – Siah-1 peptide-binding antagonists, primary screen, biochemical, fluorescence polarization, rhodamine-plectin, uHTS (AID 1817); 290,000 compounds, 0.02% hits; displacement, % at 20 µM; hits with a dose series show IC50 in µM; E3 ubiquitin-protein ligase SIAH1 (Homo sapiens); Siah-1 / rhodamine-plectin peptide fluorescence polarization; higher % means a stronger effect;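 active = displacement of at least 50% at 20 µM, with a fluorescence ratio check between 0.3 and a set limit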;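 also: plate controls were Siah plus tracer with DMSO for no effect and tracer alone without Siah for full effect; strong numbers were not always called active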
NTR1 ag – agonists of NTR1, primary screen, imaging, U2OS cells, beta-arrestin-GFP, high content (AID 493036); 330,000 compounds, 0.17% hits; NTR1-U2OS beta-arrestin-GFP spot imaging, agonist mode; activation, % at 20 µM;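 active = activation at or above 40% of the spot to cytoplasm intensity ratio, with at least 20 cells analyzed; inconclusive = wells under 20 cells, flagged as cytotoxic or low count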;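 also: 0% = DMSO without peptide and 100% = 100 nM NTR1 peptide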
Target sequence (P30989 whole entry, looked up): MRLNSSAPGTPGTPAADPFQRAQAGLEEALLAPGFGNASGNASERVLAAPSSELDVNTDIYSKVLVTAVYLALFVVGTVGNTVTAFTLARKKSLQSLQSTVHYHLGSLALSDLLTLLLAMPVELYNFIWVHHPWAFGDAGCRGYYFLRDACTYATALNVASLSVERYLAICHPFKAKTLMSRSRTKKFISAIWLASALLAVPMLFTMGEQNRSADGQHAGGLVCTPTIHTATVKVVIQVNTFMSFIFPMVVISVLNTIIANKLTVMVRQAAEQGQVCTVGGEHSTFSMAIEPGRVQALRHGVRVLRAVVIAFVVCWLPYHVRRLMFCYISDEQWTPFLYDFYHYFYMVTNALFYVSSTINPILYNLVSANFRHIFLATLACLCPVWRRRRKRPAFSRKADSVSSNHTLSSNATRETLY
GPR55 LPI antagonism – GPR55 antagonists blocking LPI-driven arrestin recruitment, primary screen, imaging, U2OS, beta-arrestin-GFP, LPI agonist (AID 2013). G-protein coupled receptor 55 (Homo sapiens). U2OS GPR55 beta-arrestin-GFP translocation imaging, LPI antagonism; higher % means a stronger effect. one-dose inhibition, % at 10 µM; IC50 in µM for titrated hits. 290,000 compounds, 0.13% hits;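 active = spots per cell inhibited over 60%, with over 100 cells counted and total cytoplasm intensity under 500,000; inconclusive = wells with under 100 cells, flagged as likely toxic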;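 also: U2OS cells stably carrying GPR55 and arrestin-GFP stimulated by 5 µM LPI near EC80; imaged beta-arrestin-GFP aggregate spots per cell after agonist stimulation; plate controls were LPI-stimulated DMSO wells for no effect and DMSO wells without LPI for full effect; some results filed as inactive read as strong as hits; confirmed hits need IC50 under 10 µM and bright autofluorescent wells are also inconclusive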
NTR1 ag cell count 20 µM – second read-out of NTR1 ag, no call of its own (marks repeat the call); cell count; measured here: cell count, cytotoxicity flag
Myeloid diff 2 GFP+ MAC1+ % – also measured in Myeloid diff 2; calls as there; GFP+ MAC1+ double positive, %; measured here: differentiation confirmed by MAC1 staining
An asterisk follows results filed as active; i = inactive; ? = inconclusive; . = not tested or not shown; + = active, no number.

SMILES	LYP inhibition	Myeloid diff 2	Myeloid diff 2 GFP+ MAC1+ %	HIV fusion peptide	MgcRacGAP inhibition	PhoP inhibition	GPR35 antagonists	Siah-1 displacement	NTR1 ag	NTR1 ag cell count 20 µM	GPR55 LPI antagonism
O=C1CSC(=Nc2ccc(O)cc2)N1c1ccc(O)cc1	-4%	i	0.5	2.4%	52µM*	3%	3%	2%	2.5	65	18%
CCn1c(SC)nnc1-c1c[nH]c2ccccc12	-5%	i	3.9	-0.6%	3%	5%	-9%	0%	-0.9	99	16%
COc1ccc(N2C(=O)CC(N3CCN(c4nc5ccccc5s4)CC3)C2=O)cc1 (centres undefined)	0%	i	1.3	-0.2%	9%	-3%	7%	9%	2.3	83	-2%
O=C(c1ccc2ccccc2c1)N1CCCCC1	-5%	i	2.3	0.1%	0%	-3%	-5%	3%	0.2	69	4%
CS(=O)(=O)N(Cc1ccc(Cl)cc1)c1ccc(C(=O)NCC2CCCO2)cc1 (centres undefined)	-2%	i	0.1	-2.0%	7%	2%	23%	2%	-0.2	32	9%
Cc1ccc(S(=O)(=O)NNC(=O)CCC(=O)Nc2ccc(C)cc2C)cc1	3%	i	0.8	-1.1%	-2%	-2%	13%	-1%	-0.2	62	10%
COc1ccc(/C=C2\SC(=S)N(CCC(=O)Nc3ccc(C(=O)O)cc3)C2=O)cc1OC	4.3µM*	i	0.5	27%	1%	-6%	-1%	19%	-1.5	89	-13%
Cc1cccc(N2CCN(C(=O)c3c(C)nn(Cc4ccccc4Cl)c3C)CC2)c1C	-1%	i	1.1	0.3%	-7%	-3%	-4%	3%	4.7	67	10%
c1ccc(-c2cc(-c3nnco3)c3ccccc3n2)nc1	0%	i	0.6	-0.5%	1%	1%	9%	-1%	2.0	61	6%
O=C1CC(C(=O)Nc2ccccc2)N=C(N2CCCCC2)N1 (centres undefined)	-4%	i	6.8	-0.5%	6%	1%	12%	-3%	1.8	73	12%
N#C/C(=C\c1ccccc1[N+](=O)[O-])C(=O)NCc1ccccc1	-12%	i	0.5	7.2%	12%	-4%	-6%	-4%	3.1	58	3.1µM*
COc1ccc(CN2C(=O)c3ccccc3C2C(=O)NC2CCCC2)c(OC)c1 (centres undefined)	33%	i	5.1	-1.3%	13%	8%	-3%	-3%	2.3	51	0%
O=C(CCCn1nnc2ccccc2c1=O)N[C@@H](Cc1ccccc1)C(=O)O	-4%	i	0.0	-0.8%	12%	-8%	0%	17%	1.5	43	22%
Cc1cccc(CC(=O)Nc2cc(C)c3c(=O)oc4ccccc4c3n2)c1	6%	i	2.8	1.1%	8%	5%	-4%	-4%	15	43	3%
O=C(CN1CCCCCC1)Nc1ccccc1C(=O)Nc1ccccc1	.	i	1.6	.	5%	-1%	.	.	1.1	45	.
CCCCCC(=O)NCc1c(C(F)(F)F)nn(C)c1N1CCOCC1	-9%	i	0.5	-1.9%	5%	-3%	-9%	-1%	2.6	41	6%
COc1ccccc1OCc1ccc(C(=O)NN)o1	-14%	+	0.9*	-0.8%	6%	9%	7%	0%	-0.2	50	-8%
CCOC(=O)N1CCN(C(=S)Nc2ccc3nc(N4CCN(CC)CC4)cc(C)c3c2)CC1	2%	i	0.1	-5.0%	15%	3%	21%	-13%	1.6	59	-2%
COc1cc(OC)cc(C(=O)OCC(=O)NCCCc2ccccc2)c1	-5%	i	1.0	0.4%	7%	-8%	0%	-2%	0.3	66	-6%
CCOC(=O)N1CCN(C(=O)CCC(=O)c2ccc(OCC)cc2)CC1	-2%	i	2.4	-0.3%	6%	1%	3%	4%	1.2	48	0%
O=[N+]([O-])c1cccc(-c2nc(-c3ccccc3)c(-c3cccs3)[nH]2)c1	1%	.	.	-1.6%	12%	-6%	-8%	-4%	14	20	6%
COc1ccc(NC(=O)CSc2nnc(COc3ccccc3)n2Cc2ccco2)cc1OC	-3%	i	0.9	-2.4%	6%	11%	-8%	2%	-0.3	82	-8%
Cc1[nH]c(=O)[nH]c(=O)c1/C=N/NC(=O)[C@H](C)NC(=O)OC(C)(C)C	0%	.	.	-1.0%	9%	3%	9%	3%	0.2	38	5%
COc1ccc(OCCNC(=O)/C=C/c2ccccc2)cc1	-8%	i	0.5	3.0%	4%	-9%	-12%	3%	1.3	38	8%
Cn1c(=O)c2c(ncn2CC(=O)N(Cc2ccccc2)c2ccccn2)n(C)c1=O	-4%	i	0.9	0.2%	5%	-4%	-6%	2%	-0.6	86	13%
CCOC(=O)C(C#N)C(c1cccnc1)c1c(C)[nH][nH]c1=O (centres undefined)	1%	i	0.8	-1.3%	-5%	-6%	-8%	2%	-0.1	66	2%
O=C(Nc1cc([N+](=O)[O-])ccc1O)c1cccc([N+](=O)[O-])c1	-10%	i	1.3	1.0%	8%	-5%	-1%	1%	0.5	90	0%
CC1(C)C2CCC1(CS(=O)(=O)NCc1ccc(Cl)cc1Cl)C(=O)C2 (centres undefined)	-6%	i	2.4	2.4%	4%	5%	5%	6%	0.2	43	-7%
COc1ccc(C(C)C)cc1S(=O)(=O)N1CCC(C(=O)NCC2CCCO2)CC1 (centres undefined)	-11%	i	0.6	0.4%	7%	-4%	10%	10%	0.1	64	16%
CCN1C(=O)CSc2ccc(C(=O)OC)cc21	1%	i	1.1	2.7%	3%	5%	-7%	3%	-2.5	45	-3%
Cc1ccc(F)c(NC(=O)/C(C#N)=C(\O)c2ccc(C(C)(C)C)cc2)c1	12%	i	0.4	20µM*	1%	6%	3%	8%	0.4	80	12%
Cc1cnc(C(=O)OC(C)C(=O)Nc2ccc3c(c2)OCCO3)cn1 (centres undefined)	-10%	i	0.6	-0.4%	6%	0%	8%	-2%	-1.8	43	2%
Cc1ccc(C)c(N2C(=O)CS/C2=N\NC(=O)c2ccccc2Cl)c1	0%	i	1.4	1.1%	8%	-8%	0%	-1%	0.1	39	5%
COc1ccc(-c2cc(C(=O)NC3CCCC3)c3ccccc3n2)cc1	-2%	i	0.6	-1.6%	3%	-8%	19%	8%	-1.0	69	30%
COC(=O)c1ccsc1NC(=O)CN1CCN(c2ccc(F)cc2)CC1	-2%	i	1.1	-3.8%	4%	6%	-8%	-3%	14	43	7%
Cc1nc(OCc2ccccc2)c2ccccc2n1	-2%	i	0.8	-1.4%	-1%	14%	2%	7%	1.0	55	-11%
CSc1cccc(NC(=O)c2cc(S(=O)(=O)N3CCCC3)cn2C)c1	-10%	i	2.1	1.5%	3%	.	6%	-2%	3.6	53	1%
COc1ccc(-c2noc(N3CCCC(C(=O)Nc4ccccc4F)C3)n2)cc1 (centres undefined)	-8%	i	1.4	-0.1%	4%	.	8%	7%	-1.2	55	5%
COc1ccccc1C(=O)Nc1ccc(C(=O)Nc2ccccc2C(=O)O)cc1	-3%	i	0.5	16%	10%	-4%	-12%	-3%	0.7	63	7%
COc1ccc(C2NC(=O)NC(C)=C2[N+](=O)[O-])cc1 (centres undefined)	-9%	i	0.8	-0.7%	5%	-4%	1%	4%	-0.7	69	6%
O=C(NCc1ccccn1)c1cc(-n2cnnc2)ccc1Cl	-1%	i	1.8	-3.3%	8%	7%	17%	-6%	-1.1	66	4%
COc1ccccc1N1CCN(C(=O)c2ccoc2C)CC1	-6%	i	0.8	-0.4%	12%	7%	-2%	3%	0.3	51	3%
CCOC(=O)COn1c(-c2cccc(Cl)c2)nc2ccc([N+](=O)[O-])cc21	6%	i	0.5	0.6%	6%	-23%	-14%	-1%	18	61	13%
CSc1cccc(NC(=O)/C=C/c2ccccc2)c1	3%	i	0.6	-0.3%	1%	0%	7%	0%	1.9	59	8%
O=C(NCc1cccnc1)c1ccc(-c2ccccc2[N+](=O)[O-])o1	-5%	i	0.4	3.0%	-3%	-8%	-11%	5%	0.0	48	-4%
CC(=O)c1ccc(-c2ccccc2OC(F)(F)F)o1	-2%	i	0.3	0.1%	4%	6%	-6%	0%	-0.4	61	9%
CCOc1ccccc1OCC(=O)Nc1nnc(C)s1	3%	i	1.5	4.5%	2%	18%	8%	-4%	0.2	57	3%
COc1ccc(C2=Nn3c(nnc3-c3cc(C)[nH]n3)SC2)cc1	-5%	i	0.5	-0.8%	13%	0%	15%	12%	1.9	48	-1%
Cc1ccccc1C(=O)NNC(=O)Cc1ccccc1	-4%	i	2.1	2.4%	5%	-5%	-9%	1%	-0.4	53	14%
O=C(O)c1cccc(-n2cccc2/C=C2\NC(=O)N(Cc3ccc(F)cc3)C2=O)c1	4%	i	0.1	36%	18%	-17%	-9%	30%	0.1	60	-1%
Cc1ccc(N2CCN(S(=O)(=O)c3ccc(C)cc3)CC2)cc1	-8%	i	0.7	0.2%	9%	3%	-2%	-2%	1.6	66	-11%
CCN(C(=O)c1ccc(S(=O)(=O)N2CCC(C)CC2)cc1)C1CCS(=O)(=O)C1 (centres undefined)	.	i	1.1	.	-5%	1%	.	.	1.6	56	.
Nn1c(SCC(=O)NC(=O)NC2CCCC2)nnc1-c1ccccc1F	-2%	i	7.1	-1.9%	-18%	-3%	11%	4%	2.1	35	.
O=C(NCC(c1cccs1)N1CCOCC1)c1ccc(Cl)s1 (centres undefined)	-11%	?	.	0.5%	-3%	4%	-4%	1%	-1.2	40	3%
COc1ccccc1/C=C/CN1CCC(Oc2cc(C(=O)NC3CC3)ccc2OC)CC1	-11%	i	1.9	0.3%	11%	11%	11%	-5%	-0.1	77	-5%
CCn1cc(/C=C(\NC(=O)c2cc(OC)c(OC)c(OC)c2)C(=O)NCCCN2CCOCC2)c2ccccc21	-4%	i	1.6	0.7%	12%	-3%	-14%	2%	0.3	70	14%

High-throughput results: PubChem BioAssay, several laboratories
